# Compound activity as filed in PubChem BioAssay.
# mABHD4 FP = inhibits mouse alpha/beta hydrolase domain 4; purified mABHD4, FP-Rh probe fluorescence polarization; Q8VD66; hit rate 0.54% among 370,000; inhibition, % at 8.92 µM;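 active = inhibition exceeding the mean over every tested compound plus 3 SD, cut at about 30% in these data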;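 note: 0% = plate median of compound wells and 100% = S159A mutant with DMSO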
# Target sequence (Q8VD66 whole entry, looked up, the tested form may be a part): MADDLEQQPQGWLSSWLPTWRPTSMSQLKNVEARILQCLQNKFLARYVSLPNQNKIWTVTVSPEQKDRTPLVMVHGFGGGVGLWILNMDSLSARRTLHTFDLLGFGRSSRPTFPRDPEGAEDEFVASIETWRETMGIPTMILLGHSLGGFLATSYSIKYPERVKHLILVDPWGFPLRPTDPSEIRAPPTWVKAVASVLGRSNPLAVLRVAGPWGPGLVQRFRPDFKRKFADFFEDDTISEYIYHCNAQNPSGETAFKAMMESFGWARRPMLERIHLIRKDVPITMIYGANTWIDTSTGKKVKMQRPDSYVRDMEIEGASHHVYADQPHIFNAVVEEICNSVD
#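 Assay system: mABHD4 protein; medium: HEPES pH 7.0, NaCl, Pluronic buffer; dosing: 8.92 µM, single dose; schedule: 45 min + 60 min at 25 °C; signal: FP readout, ex 525 nm / em 598 nm; read-out: normalized percent inhibition of probe labeling; repeats: single replicate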
# Rev-erbA mod = modulates human Rev-erb alpha binding to DNA | P20393 | Rev-erbα–FITC-DNA binding, fluorescence polarization, 90 min | activity, % at 10 µM | hit rate 0.79% among 370,000 | AID 1259318;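 active = activity above about 14%, limit read from the data; passing the limit was not always enough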;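 note: 0% = DMSO wells with 35 nM protein and 100% = DMSO wells with 750 nM protein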
# LEDGF integ inh = blocks HIV-1 LEDGF/p75-dependent DNA integration. TR-FRET IN-LEDGF/p75 DNA integration, Eu/Cy5. inhibition, % at 3.7 µM. hit rate 0.64% among 370,000. AID 743269;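 active = inhibition above the screen-wide mean plus 3 SD, cut at about 13% in these data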;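 note: signal is the Cy5 over europium emission ratio at 671 and 618 nm; 0% = plate median of compound wells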
# SIAE primary = blocks human sialic acid acetylesterase; Q9HAT2; SIAE FP-Rh probe binding, fluorescence polarization; inhibition, % at 9.66 µM; hit rate 0.69% among 370,000; AID 1053197;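 active = inhibition above a cutoff: mean of compounds within the control limits plus 3 SD of those, cut at about 17% in these data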;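 note: 0% = plate median of compound wells and 100% = probe without SIAE protein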
# PRMT1 inh = PRMT1 (human) inhibition, primary screen; recombinant PRMT1, activity-based probe fluorescence polarization; inhibition, % at 2.79 µM; hit rate 1.3% among 370,000; AID 652257;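 active = inhibition above about 21% made by adding two undisclosed values, limit read from the data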
# PG9 binder = small molecules binding HIV-1 gp120 antibody PG9. TR-FRET gp120-PG9 antibody binding. inhibition, % at 6.7 µM. hit rate 0.43% among 360,000. AID 624416; in the data active = inhibition above about 8.5%
# rCAG binder = molecules binding r(CAG) RNA repeats. r(CAG) RNA repeat, TO-PRO-1 dye displacement fluorescence. inhibition, % at 3 µM. hit rate 1.3% among 370,000. AID 651821;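 active = inhibition above the plate cutoff, the mean of all test compounds on that plate plus 3 SD, cut at about 35% in these data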;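 note: 0% = DMSO alone and 100% = 100 µM mitoxantrone as full dye displacement; higher means more dye released from RNA so lower well fluorescence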
# TDP2 inh = blocks human TDP2 phosphodiesterase activity; hit rate 0.34% among 370,000; recombinant TDP2, T5PNP hydrolysis, p-nitrophenol absorbance 415 nm; inhibition, % at 12.8 µM;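 active = inhibition above the mean of all tested compounds plus 3 SD, set per campaign, cut at about 25% in these data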;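 note: 0% = DMSO with enzyme and 100% = buffer with substrate but no TDP2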
#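 Assay system: recombinant human TDP2 / Reagent: T5PNP substrate at 5 mM, a TopII-DNA adduct mimic / Measured by: epi absorbance from released p-nitrophenol / Evaluation: % inhibition relative to enzyme-containing and enzyme-free wells / Control set: enzyme-free and DMSO wells / Replicates: each compound tested once, singlicate / Schedule: enzyme reaction with compound for 2 h at 37 °C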
# HTRA1 inhibitor = HTRA1 (human) protease inhibition; inhibition, % at 5.96 µM; recombinant HTRA1, FP-rhodamine activity-based probe, fluorescence polarization; hit rate 0.5% among 340,000; Q92743; in the data active = inhibition above about 36%;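 note: 0% = enzyme with DMSO and 100% = wells lacking enzyme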
# Target sequence (Q92743 whole entry, looked up): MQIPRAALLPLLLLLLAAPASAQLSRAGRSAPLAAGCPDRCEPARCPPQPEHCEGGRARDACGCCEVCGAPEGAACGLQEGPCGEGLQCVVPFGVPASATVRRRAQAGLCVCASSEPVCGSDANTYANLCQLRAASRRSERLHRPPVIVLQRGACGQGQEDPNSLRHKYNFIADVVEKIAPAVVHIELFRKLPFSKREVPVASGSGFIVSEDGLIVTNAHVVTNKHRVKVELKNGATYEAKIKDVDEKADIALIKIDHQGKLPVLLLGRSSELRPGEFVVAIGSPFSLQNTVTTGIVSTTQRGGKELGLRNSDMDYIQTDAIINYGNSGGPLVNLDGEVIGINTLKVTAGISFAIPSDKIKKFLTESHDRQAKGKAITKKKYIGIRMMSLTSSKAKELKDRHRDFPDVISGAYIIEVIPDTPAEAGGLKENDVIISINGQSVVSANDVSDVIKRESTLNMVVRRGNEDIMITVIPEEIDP
# TCR-CD3 inh = inhibitors of human TCR-CD3 interaction. hit rate 0.37% among 360,000. inhibition, % at 9.4 µM. TAMRA-labeled TCR probe fluorescence, biochemical. AID 651800; in the data active = inhibition above about 19%;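 note: recombinant mutant TCR 2C K166C tagged with TAMRA read by polarization; 0% = receptor in buffer alone and 100% = receptor with positive control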
# An asterisk follows results filed as active; nt = no result given.
# Preview (five entries):
SMILES,mABHD4 FP,Rev-erbA mod,LEDGF integ inh,SIAE primary,PRMT1 inh,PG9 binder,rCAG binder,TDP2 inh,HTRA1 inhibitor,TCR-CD3 inh
O=C(O)c1ccccc1Nc1ccnc(C(F)(F)F)c1,-1.3,-2.5,3.8,-2.4,-1.3,-1.2,0.1,-0.4,2.5,5.3
Cc1nc(Cl)c2c(n1)NC1=C(O2)C(=O)CCC1,6.0,6.5,1.0,2.7,36.4*,-1.4,-44.8,9.6,16.8,37.1*
COC(=O)c1sc2ncccc2c1OCc1ccc(Cl)cc1Cl,-0.4,-1.5,-3.2,-14.7,-1.7,1.4,-0.8,-3.5,-4.9,3.5
C=Cn1cc(CNC[C@H]2O[C@@H](n3cnc4c(=O)[nH]c(N)nc43)[C@H](O)[C@@H]2O)c(C)n1,-2.6,-2.1,-0.1,-1.1,-2.8,-1.1,3.1,2.2,nt,2.4
CCn1cc(C(=O)NCCN(C)CCc2ccccc2)c(=O)c2cc(S(=O)(=O)N(C)C)ccc21,5.8,4.5,-2.9,3.8,2.4,-1.6,-4.8,9.6,5.2,-2.4

# The list itself, from the start:
SMILES,mABHD4 FP,Rev-erbA mod,LEDGF integ inh,SIAE primary,PRMT1 inh,PG9 binder,rCAG binder,TDP2 inh,HTRA1 inhibitor,TCR-CD3 inh
O=C(O)c1ccccc1Nc1ccnc(C(F)(F)F)c1,-1.3,-2.5,3.8,-2.4,-1.3,-1.2,0.1,-0.4,2.5,5.3
Cc1nc(Cl)c2c(n1)NC1=C(O2)C(=O)CCC1,6.0,6.5,1.0,2.7,36.4*,-1.4,-44.8,9.6,16.8,37.1*
COC(=O)c1sc2ncccc2c1OCc1ccc(Cl)cc1Cl,-0.4,-1.5,-3.2,-14.7,-1.7,1.4,-0.8,-3.5,-4.9,3.5
C=Cn1cc(CNC[C@H]2O[C@@H](n3cnc4c(=O)[nH]c(N)nc43)[C@H](O)[C@@H]2O)c(C)n1,-2.6,-2.1,-0.1,-1.1,-2.8,-1.1,3.1,2.2,nt,2.4
CCn1cc(C(=O)NCCN(C)CCc2ccccc2)c(=O)c2cc(S(=O)(=O)N(C)C)ccc21,5.8,4.5,-2.9,3.8,2.4,-1.6,-4.8,9.6,5.2,-2.4
O=C(CN1C(=O)COc2ccccc21)NCc1ccccn1,-12.2,-3.9,-6.3,1.7,5.3,1.3,0.0,-11.5,-2.7,0.5
O=C(CN1C2=NCCN2c2ccccc21)c1ccc(Br)s1,1.1,-5.3,2.2,0.3,-0.4,-1.1,9.1,5.6,-3.7,-0.3
COC(=O)c1ccc(Cn2cnc3ccccc3c2=O)cc1,-1.9,4.6,0.5,5.0,3.1,-1.4,-3.0,-11.6,-5.0,-4.5
COC(=O)c1ccc2nc(-c3cccc(Br)c3)c(Cc3ccccc3OC)n2c1,-7.4,-3.1,0.9,0.7,-1.9,1.9,12.6,4.5,nt,0.3
CCc1nc(N[C@H](C(=O)O)C(C)C)c2oc3ccccc3c2n1,0.6,-0.2,-1.9,8.3,-4.7,0.4,1.0,5.2,-4.0,0.4
COc1ccccc1-n1c(-c2ccccc2)c[nH]c1=S,2.6,-0.1,-3.2,12.3,11.5,-0.2,0.5,0.1,-5.6,-5.0
COc1cccc(Nc2ccc([N+](=O)[O-])c3nonc23)c1,2.5,14.5,-3.9,0.0,-0.7,-4.6,3.2,4.0,6.3,-6.9
O=C(CSc1nnc(Cc2ccccc2)n1-c1cccc(Cl)c1)NNC(=O)Cc1ccccc1,1.7,-0.7,3.4,-6.9,-4.8,1.7,-1.1,-21.1,-8.5,1.1
Cc1cc(CCCCCCCCc2cc(C)cc(=O)o2)oc(=O)c1,-3.3,-4.5,1.0,9.5,-3.4,0.0,-8.2,7.6,-4.4,5.2
COc1ccc(NC(=S)N2CCC(NC(=O)c3cccc(F)c3)CC2)cc1,-1.1,-1.5,-2.4,5.7,-2.8,0.7,0.3,9.1,7.6,3.6
CCOC(=O)c1cnc(-n2nc(C)cc2C)nc1NNc1cc(C)nc(-c2ccccc2)n1,12.5,-0.4,-0.9,4.8,-0.3,-2.0,0.5,-10.5,24.9,-0.5
COc1ccccc1NC(=O)c1cc[n+](C)cc1,1.6,-3.6,1.7,5.0,-0.2,1.1,-3.1,8.1,6.9,2.9
Cc1ccc(-n2c(SCC(=O)Nc3cc(S(=O)(=O)N4CCOCC4)ccc3Cl)nc3ccccc3c2=O)cc1,-0.8,12.3,1.7,-0.4,3.9,-0.4,5.5,8.0,-3.1,3.8
Cc1ccc(S(=O)(=O)n2nc(C)c(C#N)c2N)cc1,7.7,3.2,-1.8,-6.9,3.9,-1.4,-0.8,2.4,-1.6,-7.5
Nc1ccccc1C(=O)Nc1ccc(Cl)cc1Cl,9.9,-1.1,0.1,3.7,6.0,1.0,-0.8,-2.9,-1.8,-0.5
COc1ccc(CCN2C(=O)c3[nH]nc(-c4ccccc4O)c3C2c2cccc(O)c2)cc1OC (stereo not given),-47.6,-3.9,1.8,-22.3,-1.6,-2.1,7.4,-13.0,-92.9,1.4
Cc1ccc(C(=O)NC23CC4CC(CC(C4)C2)C3)c(Cl)c1,12.1,-2.9,-6.0,-9.7,1.4,3.0,-1.0,-3.4,2.7,1.6
Fc1ccc(N2CCN(c3ncnc4c3nnn4Cc3ccccc3Cl)CC2)cc1,-16.9,5.4,4.0,0.3,1.5,0.6,2.2,-11.2,1.8,-4.6
F[B-](F)(F)c1cncnc1,3.6,3.6,4.1,-2.3,-3.5,0.6,3.8,2.0,nt,7.7
Nc1nnnn1/N=C/c1cccc(Oc2ccccc2)c1,-5.0,9.3,-2.6,-4.8,-0.8,-2.6,0.9,-5.3,-6.8,2.5
Cc1ccc(CNC(=O)CCn2cc(-c3ccc(F)cc3)nc2-c2ccncc2)cc1,-1.9,-3.1,-1.9,7.9,0.9,1.0,-3.9,7.7,-17.1,1.7
C/C(=N\NC(=O)CC(C)C)c1c(C(F)(F)F)[nH]n(-c2nc3ccccc3s2)c1=O,-6.7,-2.2,-2.8,-2.4,0.2,0.5,3.0,2.5,-2.8,-5.0
COc1ccccc1-c1noc(-c2ccccc2C(=O)NCC2CCCO2)n1 (stereo not given),2.2,-0.7,-1.0,-4.9,0.1,-0.1,-2.0,11.9,-0.6,2.4
Cc1ccc(S(=O)(=O)Cn2nnnc2CN(Cc2ccco2)CC2CCCO2)cc1 (stereo not given),1.2,1.9,-4.7,0.1,0.0,-0.1,-6.2,-8.8,1.2,1.8
O=c1c(Cl)cc(Cl)nn1-c1ccccc1,-4.6,-7.8,1.4,-3.4,2.5,-2.4,-2.6,10.7,0.7,-3.1
O=C(NNC(=O)c1cccc(S(=O)(=O)N2CCc3ccccc32)c1)c1ccccc1,0.1,-1.4,-1.3,-5.9,0.6,0.1,6.0,-6.1,-5.5,2.7
Cc1ccc(C)c(S(=O)(=O)N2CCCOC2CNC(=O)C(=O)NCCN2CCOCC2)c1 (stereo not given),4.2,-0.1,-5.0,-2.4,-0.7,-0.8,-4.2,7.7,5.8,-2.9
O=S(=O)(c1ccccc1)N1CCCN(S(=O)(=O)c2ccccc2)CC1,3.4,-4.0,-0.2,-2.4,2.4,-1.1,-4.2,13.1,4.1,1.9
CCOC(=O)c1c(CN2CCN(CCO)CC2)n(C)c2cc(Br)c(OC)cc12,2.5,3.2,-2.3,4.5,0.9,-1.5,-7.5,-9.7,-4.1,-0.5
COc1ccc(C(=O)c2cc(OC)c(OC)c(OC)c2)cc1OC,-10.4,-7.3,-0.7,-3.9,2.2,-0.2,4.8,-3.6,-5.8,-5.9
COc1ccc2c(c1OC)c(=O)n1c3ccc(OC(C)C(=O)NCCN4CCOCC4)cc3c3ccnc2c31 (stereo not given),5.3,-4.4,-0.6,-12.5,-2.6,-0.9,-1.4,-3.6,3.1,4.0
CCOC(=O)N1CCN(C(=O)CN(C)S(=O)(=O)c2ccc(F)cc2)CC1,3.6,-3.0,1.7,-8.2,-4.4,0.0,-0.7,6.9,-1.0,0.7
COc1ccc2cc(C(=O)N/N=C/c3sc4ccccc4c3O)ccc2c1,3.0,28.0*,-1.4,1.0,24.7*,-6.6,33.5,-19.9,31.2,-10.4
O=C(NCCc1ccccc1)c1ccc(NC(=O)C2CC2)cc1,1.6,-3.2,0.8,5.3,-4.4,0.6,1.8,-4.0,3.1,-7.9
CC(C)(CNC(=O)c1cccc(S(=O)(=O)Nc2ccc(SC(F)F)cc2)c1)N1CCOCC1,0.7,-4.3,-5.3,-7.0,46.1*,0.2,21.5,-2.2,0.7,-5.3
C/C(=N\OCC(=O)OCC(=O)NC(=O)c1ccc(OC(F)F)cc1)c1ccc2c(c1)OCO2,8.6,0.8,-0.9,6.1,-0.8,-0.2,-1.4,13.8,0.3,-4.2
FC(F)(F)c1nnc2sc(-c3ccncc3)nn12,0.2,1.6,-1.0,1.2,-1.4,-0.1,-0.7,4.5,0.7,1.5
Cc1nc2c(Br)cc(Br)cc2cc1O,-14.7,8.1,3.6,-3.7,0.0,1.2,5.6,0.0,-2.9,9.6
C=CCC(C(=O)c1ccccc1)[N+](C)(C)CC=C (stereo not given),-2.2,3.3,-1.4,-6.6,-0.8,-0.1,2.0,10.8,-1.7,2.2
O=C(Nc1nc(-c2cc(Cl)sc2Cl)cs1)c1cccs1,-7.0,3.2,-0.7,-113.5,3.9,0.8,10.2,1.2,-35.5,-0.8
C[C@@H]1[C@@H](O)C[C@@]2(CC(=O)c3ccccc3O2)O[C@H]1c1ccccc1,0.8,-1.4,4.0,-2.7,3.1,nt,-0.5,2.3,nt,nt
Nc1ccccc1C(=O)NNc1c2ccccc2nc2ccccc12,19.9,3.8,-1.3,10.0,-2.0,-5.3,11.7,3.6,23.8,-7.2
Cc1cccc2cc(COC(=O)c3ccccn3)c(=O)[nH]c12,4.8,-0.3,1.4,-1.7,0.3,-0.3,2.9,-6.5,-3.3,1.2
COc1ccc(/C=c2\s/c(=C(/C#N)C(=O)NCc3ccco3)n(-c3ccccc3)c2=O)cc1,15.1,0.0,2.0,-15.9,-1.7,-3.9,7.2,-1.0,6.5,-0.6
COc1ccc(-c2ccc(SCC(=O)NCC3CCCO3)nn2)cc1OC (stereo not given),1.4,-1.4,4.6,4.0,-8.4,1.2,-3.9,0.8,2.0,3.7
C[C@@H](C(=O)Nc1ccc(OC(F)F)c(Cl)c1)N1C(=O)C2CC=CCC2C1=O (stereo not given in full),-10.5,3.2,-0.7,-6.0,0.5,-0.4,5.2,-0.2,-6.6,2.4
COc1ccc(Br)cc1/C=N/NC(=O)CNC(=O)c1cccnc1,1.4,-1.1,2.0,4.8,-3.9,-0.3,6.9,-4.2,4.9,1.4

# These rows are one share of the data (hit frequency here may not be typical).
